# Screens: PubChem BioAssay, several laboratories
# PABP1 MLLE inh: blocks PAM2 peptide binding to the PABP1 MLLE domain; P11940; GST-MLLE / FITC-PAM2 fluorescence polarization; inhibition, % at 20 µM; hit rate 0.36% among 360,000; in the data active = inhibition above about 35%, passing the limit was not always enough;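 note: plate controls were DMSO wells with GST-MLLE for no effect and wells lacking GST-MLLE protein for full effect; some results filed as inactive read as strong as hits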
# Neddylation inh: blocks human cullin neddylation. P61081+Q13564. TR-FRET cullin neddylation, biochemical. calls only at 25 µM. hit rate 0.58% among 360,000. AID 651699; in the data active = inhibition above about 36%
# Target sequence (P61081 whole entry, looked up): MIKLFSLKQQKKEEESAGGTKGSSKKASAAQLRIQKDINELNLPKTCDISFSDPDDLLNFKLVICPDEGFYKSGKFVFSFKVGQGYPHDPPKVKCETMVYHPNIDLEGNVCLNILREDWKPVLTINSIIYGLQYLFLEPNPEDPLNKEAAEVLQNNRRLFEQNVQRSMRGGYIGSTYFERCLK
# Target sequence (Q13564 whole entry, looked up): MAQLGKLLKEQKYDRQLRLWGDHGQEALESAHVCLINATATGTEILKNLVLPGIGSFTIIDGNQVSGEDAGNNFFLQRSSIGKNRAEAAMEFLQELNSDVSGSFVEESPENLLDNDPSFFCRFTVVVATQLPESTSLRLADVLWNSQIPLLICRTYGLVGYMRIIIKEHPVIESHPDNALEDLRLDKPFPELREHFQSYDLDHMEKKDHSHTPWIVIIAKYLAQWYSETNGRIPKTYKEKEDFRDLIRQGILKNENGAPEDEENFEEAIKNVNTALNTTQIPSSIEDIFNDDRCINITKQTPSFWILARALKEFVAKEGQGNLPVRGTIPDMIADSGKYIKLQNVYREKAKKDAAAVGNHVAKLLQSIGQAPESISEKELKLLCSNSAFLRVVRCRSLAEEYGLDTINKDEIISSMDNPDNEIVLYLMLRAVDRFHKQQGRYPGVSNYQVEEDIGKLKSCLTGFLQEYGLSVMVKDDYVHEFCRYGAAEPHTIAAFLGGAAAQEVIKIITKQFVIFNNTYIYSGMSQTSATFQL
# NadD inh: NadD (S. aureus) enzyme inhibition | purified NadD enzyme, colorimetric absorbance read-out | inhibition, % at 20 µM | hit rate 0.78% among 360,000; in the data active = inhibition above about 26%; note: some compounds past the cut are filed as inactive
# MT1-MMP act inh: inhibitors of human MT1-MMP activation; GFP/RFP ratio change, % at 20 µM; P50281; hit rate 0.061% among 360,000; AID 651647; HT1080 RFP-PRO-GFP cells, GFP/RFP ratio fluorescence, overnight; percent of plate control window, DMSO zero;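 active = GFP/RFP ratio change of at least 30% with cell ATP level not reduced by more than half and red fluorescence within 50% of control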; note: strong numbers were not always called active
#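 Compound: 20 µM single dose, 1% DMSO / System: HT1080 RFP-PRO-GFP cells / Controls: DMSO and RFP-L50D-GFP cell wells / Read-out basis: GFP/RFP fluorescence ratio / Schedule: overnight compound exposure at 37 °C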
# Rin1-Abl PPI inh: human Rin1-Abl interaction inhibition. P00519+Q13671. TR-FRET Rin1/Abl binding, biochemical. inhibition, % at 7.35 µM. hit rate 0.4% among 360,000. AID 588664; in the data active = inhibition above about 5%, passing the limit was not always enough
# Rpn11 block: inhibitors of human proteasome Rpn11; calls only at 20 µM; O00487; hit rate 0.59% among 360,000; human 26S proteasome, Ub4-pepOG fluorescence polarization; 20S core pre-blocked with epoxomicin;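 active = inhibition at 20 µM, scaled to each plate's controls, above about 33%, limit read from the data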
# CSN inh: blocks human CSN-mediated cullin deneddylation; Q92905; Purified CSN, SCF-Nedd8-OG deneddylation, fluorescence polarization; inhibition, % at 12.5 µM; hit rate 0.38% among 360,000;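 active = pattern-corrected inhibition above about 35%, with an unprinted fluorescence ratio check between 0.5 and 1.5, limit read from the data, passing the limit was not always enough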;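 note: 0% = enzyme with substrate and 100% = substrate without enzyme; some results filed as inactive read as strong as hits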
# Target sequence (Q92905 whole entry, looked up, one chain of several): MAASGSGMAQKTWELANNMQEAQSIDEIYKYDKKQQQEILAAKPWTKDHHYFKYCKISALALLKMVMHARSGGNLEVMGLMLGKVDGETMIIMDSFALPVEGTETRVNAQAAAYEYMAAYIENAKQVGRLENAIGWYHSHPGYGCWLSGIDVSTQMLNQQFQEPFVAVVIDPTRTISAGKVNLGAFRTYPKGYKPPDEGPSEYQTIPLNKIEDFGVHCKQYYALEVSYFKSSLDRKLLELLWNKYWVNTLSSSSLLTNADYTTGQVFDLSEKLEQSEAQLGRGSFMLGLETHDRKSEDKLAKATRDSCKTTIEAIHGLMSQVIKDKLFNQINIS
#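 Assay system: purified human Csn5 enzyme expressed in HEK293T cells; measure: % inhibition; also added: SCFSkp2-Nedd8OG substrate at 10 nM final; technique: fluorescence polarization; times: reaction 90 min, room temperature; medium: Tris buffer pH 7.5, NaCl, DTT, Tween-20, trehalose, ovalbumin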
# SKN-1 inh: blocks SKN-1 activity in C. elegans. hit rate 0.49% among 360,000. C. elegans VP596 Pgst-4::GFP/RFP ratio, acrylamide-induced, 24 h. AID 624304. inhibition, % at 21.8 µM;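 active = interference check ratio from 0.5 to 1.5 plus GFP to RFP signal ratio inhibition reaching or exceeding a fixed threshold, cut at about 30% in these data, passing the limit was not always enough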; note: some compounds called inactive have numbers as strong as hits
# FAS TE block: inhibitors of human fatty acid synthase thioesterase domain; P49327; recombinant FAS-TE, OMFH fluorogenic substrate, fluorescence endpoint; inhibition, % at 15 µM; hit rate 0.67% among 360,000; AID 602261;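 active = compounds whose normalised, plate-corrected inhibition of enzyme fluorescence in the single-dose primary screen is 50% or more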;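 note: 0% = DMSO with enzyme and 100% = substrate without enzyme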
# Active calls of the source: *; i = inactive; . = no result given; + = active, no number.
molecule	Neddylation inh	PABP1 MLLE inh	CSN inh	SKN-1 inh	NadD inh	FAS TE block	Rpn11 block	MT1-MMP act inh	Rin1-Abl PPI inh
CCn1c(=O)c2c(nc(SCC(=O)N3CCCC(C)C3)n2C)n(C)c1=O (centres undefined)	i	1	-3	-4	-7	1	i	1	1
CC1CN(C(=S)Nc2cccc(F)c2)CC(C)O1 (centres undefined)	i	-14	0	-3	2	-6	i	1	2
c1ccc2c(c1)c1cccc3ccc4cccc2c4c31	i	1	3	6	1	6	i	-3	8.2*
COc1ccc(Cn2c(=O)[nH]c3cc(C(=O)N4CCN(c5ccccc5)CC4)ccc3c2=O)cc1	i	-5	-5	16	16	-2	i	4	0
COc1cc(C(=O)O)ccc1OCc1c(C)noc1C	i	-2	2	9	-6	-6	i	-1	0
Cn1c(COc2ccccc2)nnc1SCc1nc2ccccc2[nH]1	i	-24	0	-2	-1	-9	i	1	2
CCn1c(SCC(=O)NC2CCCCC2)nnc1-c1ccccc1F	i	-9	1	-14	-3	-3	i	-1	-2
O=C(NC1CCN(C(=O)NCc2ccccc2)CC1)c1ccccc1	i	0	1	16	0	-4	i	-1	1
NC(=O)C1CCN(c2ccc3c(c2)S(=O)(=O)c2ccccc2C3=O)CC1	i	-75	-2	-9	0	-9	.	-72	-12
O=C(O)CCC(=O)Nc1ccc(-c2csc(Nc3cccc4ccccc34)n2)cc1	i	-31	-3	-19	4	-2	i	-2	0
Cc1cc(N)n(-c2ncnc3scc(-c4ccccc4)c23)n1	i	1	-6	3	-2	-7	i	-1	1
O=C(CN1C(=O)NC(c2ccccc2)(c2ccccc2)C1=O)NC1CCCCC1	i	-6	-2	15	-5	-4	i	0	4
CC(C)CNC(=O)C1CCCN1S(=O)(=O)c1ccc(Cl)cc1 (centres undefined)	i	-4	2	0	-8	-7	i	-2	4
CC(C)CC(=O)Nc1ccc2oc(-c3ccncc3)nc2c1	.	3	-6	3	-1	-2	i	8	-1
CC1Nc2ccccc2C(=O)N1NC(=O)c1ccc(Br)cc1 (centres undefined)	i	6	1	10	-2	-5	i	3	-5
CC(=O)NCc1ccc2[nH]c(C)cc2c1	i	6	1	13	-6	-1	i	5	-2
N/C(=N\OC(=O)CCCCCN1C(=O)c2ccccc2C1=O)c1ccccn1	i	11	-6	-17	0	-3	i	1	-4
O=c1[nH]c(CSc2nc3ccccc3s2)nc2ccccc12	i	7	2	-1	-5	1	i	1	-1
O=C(Nc1cc(C(F)(F)F)ccc1N1CCOCC1)c1ccc(F)cc1	i	-3	2	-9	-9	7	i	1	-4
Cn1c(CNC(=O)c2ccccc2F)nnc1SCC(=O)Nc1nnc(C2CC2)s1	i	-4	-2	-6	-6	-3	i	-2	-1
COc1ccc(C2=CC(=O)CCC2)cc1	i	1	1	0	2	-9	i	3	-2
COc1ccccc1NC(=S)NNC(=O)c1ccc(Cl)cc1Cl	i	24	1	-4	3	-1	i	1	-2
CCc1cc2c(=O)c(-c3nc4ccccc4[nH]3)coc2c(CN2CCCCC2C)c1O (centres undefined)	i	16	-2	0	9	0	i	2	-2
O=C(NC(=S)Nc1cccc2c(O)cccc12)c1ccccc1[N+](=O)[O-]	i	17	7	13	9	0	i	5	-4
COC(=O)c1ccc(CSc2nnc(-c3ccncc3)o2)cc1	i	0	1	5	-6	0	i	7	1
Cc1ccc(-c2csc3ncnc(SCC(N)=O)c23)cc1	i	-4	-2	12	5	-1	i	.	-1
COc1cccc(CN2CCN(C3CCN(c4cccc(C)c4C)CC3)CC2CCO)c1 (centres undefined)	i	-4	-2	-16	-6	-1	i	7	1
Cc1nn(-c2ccccc2)c(C)c1/C=C/C(=O)OCC(=O)N(C)C1CCS(=O)(=O)C1 (centres undefined)	i	-8	-4	5	-6	-4	i	0	-6
CCn1c(SCc2cccc(OC)c2)nc2ccccc2c1=O	i	-14	7	13	-7	21	i	-4	-2
COc1cccc(CN(C)CC(=O)Nc2cccc(C(F)(F)F)c2)c1OC	i	-7	1	9	-8	16	i	1	-1
O=C(O)COc1ccccc1C(Nc1ccccn1)c1cc(Cl)c2cccnc2c1O (centres undefined)	i	32	-10	7	38*	54*	i	3	3
CC(NC(=O)C(=O)N1CCOCC1)C(c1cccs1)N1CCN(c2ccccc2F)CC1 (centres undefined)	i	2	2	13	1	-5	i	2	2
Cc1ccc(Nc2ncnc3c2nnn3Cc2ccccc2)cc1	.	5	3	17	-1	1	i	0	1
COc1cc(OC)cc(N(C(=O)c2ccco2)C(C(=O)NC2CCCC2)c2ccc(N3CCOCC3)cc2)c1 (centres undefined)	i	-4	-1	2	6	10	i	-2	1
CCCCn1c(SCC(=O)NNC(=O)c2ccccc2)n[nH]c1=O	i	-12	-5	19	-7	-9	i	0	5
CCCCc1cc(=O)oc2cc(OC(C)C(=O)NCCN3CCOCC3)ccc12 (centres undefined)	i	11	-1	-6	0	-5	i	0	-2
Cc1cc(C)n2nc(N)c(N=Nc3ccccc3)c2n1	i	-1	4	6	7	-2	i	3	-8
O=C1CCC([N+](=O)[O-])C(c2cccc(Br)c2)N1 (centres undefined)	i	3	-3	-11	-2	-12	i	2	0
CSc1ccccc1NC(=O)C(=O)c1c[nH]c2ccccc12	i	7	-4	4	-12	8	i	-9	1
Cc1cc(C(=O)COc2ccccc2Cl)c(C)n1C1CC1	i	-3	-2	19	-4	17	i	2	0

# Four of these compounds in another layout:
SMILES: Cc1cc(C)n2nc(N)c(N=Nc3ccccc3)c2n1
  Neddylation inh = i; PABP1 MLLE inh = -1; CSN inh = 4; SKN-1 inh = 6; NadD inh = 7; FAS TE block = -2; Rpn11 block = i; MT1-MMP act inh = 3; Rin1-Abl PPI inh = -8
SMILES: O=C1CCC([N+](=O)[O-])C(c2cccc(Br)c2)N1 (centres undefined)
  Neddylation inh = i; PABP1 MLLE inh = 3; CSN inh = -3; SKN-1 inh = -11; NadD inh = -2; FAS TE block = -12; Rpn11 block = i; MT1-MMP act inh = 2; Rin1-Abl PPI inh = 0
SMILES: CSc1ccccc1NC(=O)C(=O)c1c[nH]c2ccccc12
  Neddylation inh = i; PABP1 MLLE inh = 7; CSN inh = -4; SKN-1 inh = 4; NadD inh = -12; FAS TE block = 8; Rpn11 block = i; MT1-MMP act inh = -9; Rin1-Abl PPI inh = 1
SMILES: Cc1cc(C(=O)COc2ccccc2Cl)c(C)n1C1CC1
  Neddylation inh = i; PABP1 MLLE inh = -3; CSN inh = -2; SKN-1 inh = 19; NadD inh = -4; FAS TE block = 17; Rpn11 block = i; MT1-MMP act inh = 2; Rin1-Abl PPI inh = 0

# The listing continues:
molecule	Neddylation inh	PABP1 MLLE inh	CSN inh	SKN-1 inh	NadD inh	FAS TE block	Rpn11 block	MT1-MMP act inh	Rin1-Abl PPI inh
COCCCN(C(=O)Nc1ccc(C)c(C)c1)C(C)c1ccccn1 (centres undefined)	i	9	-5	4	-5	-5	i	0	-2
Cn1cccc1-c1cc(C(=O)N/N=C/C=C/c2ccccc2)[nH]n1	i	13	3	13	0	-1	i	8	1
C=CCN1CCS(=O)(=O)N(Cc2ccccc2)[C@@H](C(C)C)C1=O	i	16	0	4	-5	-4	i	1	1
Cc1cccc(N(C)C(=O)CN2C(=O)COc3ccc(S(=O)(=O)N4CCCCCC4)cc32)c1	i	-7	-5	7	-7	9	i	-1	9.5*
Cc1ccc(CN2C(=O)c3ccccc3C2c2nnnn2-c2c(C)cccc2C)cc1 (centres undefined)	i	.	-3	10	-9	17	.	-8	.
CCCOc1ccc(-c2nc(C#N)c(NCC3CCCO3)o2)cc1 (centres undefined)	.	11	6	5	3	7	i	0	0
Cc1occc1-c1nnc(SCC(=O)c2c[nH]c3ccccc23)n1C	i	-7	5	-3	-7	-7	i	-3	-2
CC1CCC(NC(=O)c2cc(S(=O)(=O)N(C)C)ccc2N2CCCC2)CC1 (centres undefined)	i	8	-1	7	-2	1	i	-2	1
O=C(Nc1ccccn1)c1ccc(Cl)s1	i	2	-2	20	1	-8	i	1	0
CCn1nnc(-c2ccccc2NC(=O)c2cnccn2)n1	i	14	1	24	-4	-5	i	1	-3
COc1ccccc1N1CCN(C(c2cccs2)C(C)NC(=O)c2ccncc2)CC1 (centres undefined)	i	-10	3	6	-2	-4	i	-2	-2
COCCNC(=O)CCC(=O)NNc1nc2ccccc2c2nc(C)nn12	i	-1	-2	4	1	-12	i	4	-2
CN1CCN(CC(=O)Nc2cccc([N+](=O)[O-])c2)CC1	i	7	2	8	-3	-5	i	2	0
Cc1ccc(S(=O)(=O)NCCC(=O)Nc2nnc(C)s2)cc1	i	-16	2	-3	-5	-7	i	3	-5
CCc1nc(SCC(=O)Nc2ccc(Br)cn2)n[nH]1	i	-1	4	-5	-3	-5	i	-1	4
CCNC(=S)N1CCN(c2ccc([N+](=O)[O-])cc2)CC1	i	-150	8	5	7	7	i	8	-6
CCn1c(SCC(N)=O)nnc1-c1ccc2c(c1)OCO2	i	-9	12	-6	-4	-3	i	-1	1
O=C(CN1C(=O)COc2ccc(S(=O)(=O)N3CCCC3)cc21)Nc1cccc(F)c1	i	18	1	11	-2	15	i	-2	-2
CC(=O)OCC1=C(C(=O)O)N2C(=O)C(NC(=O)Cn3nc(C(F)F)c(Cl)c3C)C2SC1 (centres undefined)	i	22	0	-9	-4	-3	i	-7	-1
Cc1c(Cl)cccc1Nc1nc(N)nc(CSc2ncccn2)n1	i	2	-4	-10	0	-2	i	10	-4
CCOc1ccc(C=NCC(O)c2ccccc2)cc1 (centres undefined)	i	-10	-1	12	2	-1	i	0	2
CC(Cc1c[nH]c2ccccc12)C(=O)O (centres undefined)	i	-3	14	8	2	1	i	3	3
CC(=O)N[C@H](Cc1c[nH]c2ccccc12)C(=O)O	i	1	0	-1	-2	0	i	-4	0
COc1ccc(C(=O)NC2CCCc3ccccc32)cc1OC1CCN(C(C)=O)CC1 (centres undefined)	i	6	0	0	2	-2	i	-12	1
O=C(Nc1ccc2c(c1)OCO2)c1cc(C2CCCCN2C(=O)c2ccc(Cl)cc2)on1 (centres undefined)	i	-1	5	-3	-4	10	i	-3	-1
CC1CCN(C2CCN(S(=O)(=O)c3ccc(F)cc3)CC2)CC1	i	-3	-1	26	0	-5	i	3	7
O=C(O)C1C2CCC(O2)C1C(=O)Nc1ccccc1Br (centres undefined)	i	-2	0	3	5	-8	i	4	0
COc1ccc(OC)c(S(=O)(=O)NCc2cccnc2)c1	i	-7	-3	1	0	-3	i	2	0
COc1ccc(Cl)cc1C(=O)Nc1ccccc1N1CCN(C(=O)C(C)C)CC1	i	-12	2	4	-5	19	i	-10	1
COc1cccc(S(=O)(=O)NCC(=O)Nc2ccc(C(C)(C)C)cc2)c1	i	-5	-4	5	-9	-2	i	0	-1
CC(C)c1cccc(-c2ccc3c(c2)S(=O)(=O)c2cccc(C(=O)NCc4ccccc4Cl)c2C3=O)c1	i	-6	2	-4	34*	8	i	0	2
CCn1nccc1C(=O)Nc1ccc(Cl)cc1Cl	i	-6	-2	26	-7	-6	i	-4	-1
COc1ccc(Cl)cc1NS(=O)(=O)c1c(C)[nH]c(C)c1C(=O)N1CCCCC1	i	-4	-2	-4	-3	2	i	2	6
Oc1c(C(Nc2cccc(C(F)(F)F)c2)c2cccnc2)ccc2cccnc12 (centres undefined)	+	2	-7	-14	16	29	i	6	4
COC(=O)[C@H](CCSC)NC(=O)Nc1ccc(C)cc1C	i	17	0	2	-1	-3	i	2	-2
Cc1nn(Cc2ccc(Cl)cc2)c(C)c1NC(=O)c1cc(-c2ccc3c(c2)OCO3)on1	i	-9	0	7	10	11	i	-6	-1
